Bioassay records (PubChem)
TAG inh: reduces triacylglycerol accumulation in H9c2 cells. Nile Red lipid (TAG) fluorescence; cells loaded with 200 µM oleic acid. inhibition, % at 12.5 µM. 230,000 compounds, 0.66% hits;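 active = pattern-corrected inhibition of lipid staining of at least 50% with the nuclear-stain viability signal not falling by more than 50%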;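 also: 0% = DMSO wells and 100% = triacsin C control wells; some results filed as inactive read as strong as hits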
TAG inh DAPI viability: further read-out of TAG inh, marked with its call; DAPI nuclei signal change (viability), lower = more cytotoxic, %;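 whole-well DAPI fluorescence read on a plate reader as a viability signal; minus 50 percent equals half of cells still viable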
The depositor's hits bear a star. Some of the compounds tested (hit frequency here may not be typical).

Value order – TAG inh | TAG inh DAPI viability
CCCCN1C[C@H](Cc2ccccc2)[C@@H](CC(=O)NCc2ccc(OC)cc2)C1=O
    6 | -21
Cn1c(SCC(=O)c2ccccc2)ncc(C(=O)Nc2ccccc2)c1=O
    -16 | -2
O=C(Nc1cc(S(=O)(=O)N2CCOCC2)ccc1N1CCCC1)c1ccc(Cl)cc1
    0 | -1
COc1ccc(C2=NS(=O)(=O)N(C)C(C(=O)NCc3ccc4c(c3)OCO4)=C2)cc1
    1 | 163
COc1ccc(-c2ccc(CCC(=O)O)n2-c2cc(OC)ccc2OC)cc1
    -1 | -3
Cc1ccc2c(c1)C(=O)CCCCC(=O)N2
    -8 | 4
Cc1cc2c(OCC(O)CN3CCCC3)cccc2[nH]1 (configuration not stated)
    -4 | 4
CC(NS(=O)(=O)c1ccc(Cl)c(Cl)c1)C(=O)Nc1cccnc1 (configuration not stated)
    -11 | 2
CCC(=O)N1CCc2cc(S(=O)(=O)CCC(=O)O)ccc21
    14 | -5
CCc1nc2ccc(C(=O)NCCCN3CCCC3=O)cn2c1N(C)C(=O)Nc1ccccc1OC
    -8 | 7
O=C(NCCC(=O)N1CCN(S(=O)(=O)c2ccccc2)CC1)c1ccc(Br)cc1
    -39 | -1
Cc1ccc(NCc2nnc(SCC(=O)c3ccccc3)o2)c(C)c1
    10 | -9
COc1ccc(CCN2C(=NC(=O)CCC(=O)O)SC3CS(=O)(=O)CC32)cc1OC (configuration not stated)
    1 | -10
CCOC(=O)/C(=C/c1ccc(OC(F)F)cc1)C1=Nn2c(nnc2-c2ccc(Cl)cc2)SC1
    106 | -81
COC(=O)c1[nH]c(C)c(/C(O)=C2\C(=O)C(=O)N(CCN3CCOCC3)C2c2ccc(C)o2)c1C (configuration not stated)
    -6 | 14
O=S1(=O)CC2N=C(N(Cc3ccc(F)cc3Cl)c3ccccc3F)SC2C1 (configuration not stated)
    -27 | -8
CNc1ccc(S(=O)(=O)NCC(=O)NCCCc2ccccc2)cc1[N+](=O)[O-]
    -9 | -6
Cc1ccc(/C=N/NC(=O)NC2CCCCC2)o1
    1 | 3
CCCCC(c1nnnn1Cc1ccco1)N1CCN(C(=O)c2ccco2)CC1 (configuration not stated)
    -18 | 5
CCN=C1NN=C(c2cc(C)n(CCc3ccccc3)c2C)CS1
    2 | -5

Single records (already shown). Screens in order: TAG inh, TAG inh DAPI viability
Results for `CCCCC(c1nnnn1Cc1ccco1)N1CCN(C(=O)c2ccco2)CC1` (configuration not stated) = -18, 5
Results for `COc1ccc(-c2ccc(CCC(=O)O)n2-c2cc(OC)ccc2OC)cc1` = -1, -3
Results for `CC(NS(=O)(=O)c1ccc(Cl)c(Cl)c1)C(=O)Nc1cccnc1` (configuration not stated) = -11, 2

Pulled by structure from above, 3 records:
Value order – TAG inh | TAG inh DAPI viability
COc1ccc(C2=NS(=O)(=O)N(C)C(C(=O)NCc3ccc4c(c3)OCO4)=C2)cc1
    1 | 163
CCOC(=O)/C(=C/c1ccc(OC(F)F)cc1)C1=Nn2c(nnc2-c2ccc(Cl)cc2)SC1
    106 | -81
CCN=C1NN=C(c2cc(C)n(CCc3ccccc3)c2C)CS1
    2 | -5

The results go on.
Value order – TAG inh | TAG inh DAPI viability
CCOC(=O)C1(C)C=C(Nc2ccc(C)cc2)C(=O)N1c1ccc(C)cc1 (configuration not stated)
    -20 | 1
CC1CCCCN1S(=O)(=O)c1ccc2c(c1)CCN2C(=O)C1CCC1 (configuration not stated)
    3 | -3
Cc1nnc(SCC(=O)Nc2nc(-c3ccc(F)cc3)cs2)[nH]c1=O
    -7 | -6
Cc1ccc(C[n+]2cc(-c3ccc(Cl)cc3)n3c2CCC3)cc1
    -7 | -1
CCN1CCN(S(=O)(=O)c2ccc(Cl)c(C(=O)N(C)Cc3ccco3)c2)CC1
    -7 | 2
O=C(NCC(=O)N1CCOCC1)c1ccc(Br)o1
    6 | -4
Cc1ccc(-c2nc(C=Nc3ccccc3)c(O)o2)cc1
    -14 | -11
CCOC(=O)Cc1csc(NC(=O)/C=C/c2ccco2)n1
    2 | 8
Cc1c(C(=O)OCC(=O)N2CC(C)CC(C)C2)oc2ccccc12 (configuration not stated)
    13 | -4
C/C(=N\NC(=O)Cc1cccn1C)c1ccco1
    -11 | 15
COc1ccc(OC)c(NC(=O)COC(=O)[C@H](Cc2ccccc2)NC(=O)c2ccco2)c1
    12 | 11
COc1cccc(NC(=O)CN(C)C(=O)c2cc3c(s2)CCCCC3)c1
    -1 | 0
CC(C)CN(C(=O)c1cccc(Cl)c1)c1c(N)n(Cc2ccccc2)c(=O)[nH]c1=O
    13 | 5
CCOC(=O)c1sc(Nc2nc(C)cc(C)n2)nc1C
    41 | -24
Cc1ccc(CNC(=S)N2CCOCC2)cc1
    -3 | 3
CCOc1ccc(NC(=O)CN(Cc2ccccc2)S(C)(=O)=O)cc1
    24 | 2
OCCC1CN(Cc2cccc3c2OCO3)CCN1Cc1ccccc1 (configuration not stated)
    4 | 8
CN(C)CCCN(C(=O)c1cc(-c2cccs2)nc2ccccc12)c1nc2ccc(F)cc2s1
    60* | 7.1*
O=C(N/N=C/c1ccc([N+](=O)[O-])s1)c1cccnc1
    12 | -9
CS(=O)(=O)c1ccc2nc(NC(=O)c3ccc(N4CCCC4=O)cc3)sc2c1
    14 | 16
C/C(=N\NC(=O)CNc1cccc(Cl)c1C)C1CC1
    -19 | 2
NNC(=O)CN1CCN(c2ncc(C(F)(F)F)cc2Cl)CC1
    0 | 6
O=C(COC(=O)CCNS(=O)(=O)c1cccs1)Nc1cc(C(F)(F)F)ccc1Cl
    -27 | 6
CC1=Nc2ccccc2N=C(NC(=O)c2ccccc2)C1c1ccc(Cl)cc1 (configuration not stated)
    -9 | 7
COc1ccccc1Sc1nc(-c2ccccn2)ncc1OC
    -21 | 5
CC(OC(=O)Cc1c(F)cccc1Cl)C(=O)NC1(C#N)CCCCC1 (configuration not stated)
    13 | -5
CCN(CC)CCN(C)c1ccc(N2C(=O)C3CC=CCC3C2=O)cc1[N+](=O)[O-] (configuration not stated)
    -4 | -11
Cc1ccc2c(c1)NC(=O)[C@@]1(C)[C@@H](c3ccccc3)[C@H]3COc4ccccc4[C@@H]3N1C2=O
    -7 | 4
Cc1ccccc1-n1cc(CNCc2c(C(=O)N(C)C)nc3ccc(Cl)cn23)cn1
    -13 | 101
CCN1CCN(S(=O)(=O)c2ccc(Cl)c(C(=O)NC3CCCC3)c2)CC1
    -15 | 2
CCCCNC(=S)NNC(=O)C12CC3CC(CC(C3)C1)C2
    -18 | 12
CNc1nnc(-c2ccc(C)cc2)c2ccccc12
    -17 | 1
CC(C)C(=O)Nc1ccc(-c2nc3cccnc3o2)cc1
    2 | 9
CCOc1ccc(CCNC(=O)COC(=O)c2ccc[nH]c2=O)cc1OCC
    5 | 1
NNC(=O)c1cccc(COCC(F)(F)C(F)F)c1
    -7 | 4
COc1nc(Nc2ccc3c(c2)OCO3)nc(OC)n1
    -3 | -5
Cc1oc(-c2cccc(F)c2)nc1CN(Cc1ccccc1)C[C@@H]1CCC(=O)N1
    0 | 0
COCc1cc(=O)[nH]c(Nc2nc3ccc(C)cc3o2)n1
    12 | -10
O=C(/C=C/c1ccc(F)cc1)NC(Cc1c[nH]c2ccccc12)C(=O)O (configuration not stated)
    4 | -6
O=C(N1CCOCC1)C12CCC3CC(CC(C3)C1)C2
    11 | -1
COc1cccc(N=c2oc3cc(O)ccc3cc2C(=O)NCC2CCCO2)c1 (configuration not stated)
    -1 | 19
COc1cc(C2CC(=O)Oc3cc(O)ccc32)cc(OC)c1OC (configuration not stated)
    10 | 1
CNS(=O)(=O)c1ccc(CCC(=O)N2CCOCC2)cc1
    -1 | 3
COc1cc(NC(=O)c2cc(C)nc3ccccc23)cc(OC)c1
    1 | -10
Cc1ccc(S(=O)(=O)N2CCCC2CNC(=O)C(=O)NC2CC2)cc1 (configuration not stated)
    -7 | 3
Cc1ccc(C(=O)N2CCC(Cc3ccccc3)CC2)cc1[N+](=O)[O-]
    -4 | -12
CN(C(=O)CS(=O)(=O)Cc1ccccc1Cl)c1ccccc1
    -21 | 4
CS(=O)(=O)N1CCC2CC1c1cc(-c3ccccc3)ccc12 (configuration not stated)
    -9 | 9
COc1cccc(/C=N/Nc2nc(-c3cccnc3)nc3ccccc23)c1
    4 | 11
CCOc1ccc(S(=O)(=O)N2CCN(c3ccc(OC)cc3)CC2)c2cccnc12
    15 | 0
CCN1C(=O)[C@@H]2[C@H](C1=O)[C@@H]1C[C@H]3C(=O)N(CC)C(=O)[C@H]3[C@@H]3C1=C(C(=O)N1C(=O)OC(=NCC4CC4)[C@]31C)[C@@H]2C
    -22 | 5
CN(C)c1ccc(CNn2cnnc2SCC(=O)NC(C)(C)C)cc1
    8 | -7
O=C(NC(=S)Nc1ccccc1N1CCOCC1)c1ccccc1F
    -1 | -3
CC(C)c1ccccc1N=C1SCCN1C1CCS(=O)(=O)C1 (configuration not stated)
    -2 | -10
Nc1nc(SCC(=O)Nc2cccc(S(=O)(=O)N3CCCCCC3)c2)n[nH]1
    -8 | 4
O=C(COC(=O)c1cncc(Br)c1)NCc1ccccc1
    2 | 1
COc1ccccc1C(=O)NCCc1nc2ccccc2[nH]1
    3 | -12
CCN(C1CCS(=O)(=O)C1)S(=O)(=O)c1ccc2ccccc2c1 (configuration not stated)
    1 | -5
Cc1cc(C)nc(NC(C)(C)C(=O)O)n1
    -5 | 1
COc1ccc(NC2CCCN(C(=O)c3ccccc3-c3ncc[nH]3)C2)cc1 (configuration not stated)
    -1 | -5

(more compounds)
Value order – TAG inh | TAG inh DAPI viability
CC(/C=N/n1c(-c2ccco2)n[nH]c1=S)=C\c1ccco1
    -1 | 8
CCCCOc1ccc(/C=C/C(=O)N(CC)CC(=O)Nc2ccc3c(c2)OCCO3)cc1OC
    23 | -2
Cc1nnc(SCC(=O)N2CCOCC2)c2ccccc12
    6 | -5
Cc1cc(OCCCN2CCN(Cc3ccccc3)CC2)ccc1[N+](=O)[O-]
    4 | 2
O=C(Nc1ccccc1C(=O)NCC1CCCO1)c1ccccc1F (configuration not stated)
    4 | 3
C/C(CC(=O)Nc1cc(Cl)ccc1Cl)=N\NC(=O)c1ccccc1Br
    -7 | 5
O=C(CC(c1ccccc1)c1ccccc1)NCCO
    -6 | 10
Fc1ccc(COc2ccccc2-c2ccnc3ncnn23)cc1
    -5 | 7
COc1ccc(-c2csc(NC(=O)CN3C(=O)C4CCCCC4C3=O)n2)c(OC)c1 (configuration not stated)
    -15 | -13
O=[N+]([O-])c1ccc(-c2cn(-c3ccccc3F)c(=S)[nH]2)cc1
    8 | 1
O=C(O)CSCC(=O)N(c1ccccc1)c1ccccc1
    -1 | -4
O=C(OCCCc1cc2ccccc2c(=O)o1)c1ccc(C(F)(F)F)cc1
    0 | -2
Cc1ccc(OCC(=O)Nc2ccc3c(c2)CCC3)c([N+](=O)[O-])n1
    2 | -4
C/C=C(/C)C(=O)Nc1cccc(C2=NOC3(C2)C[C@H](C(N)=O)N(C(=O)Cc2ccc([N+](=O)[O-])cc2)C3)c1 (some centres not stated)
    14 | 4
C/C(CC(=O)NC1CCCCC1)=N\NC(=O)COc1ccc(C)cc1Br
    12 | -8
COc1cccc(CN2CC(C(=O)NC3CCC(O)CC3)CCC2=O)c1 (configuration not stated)
    -1 | 12
CN1CCN(C(=O)c2cnn3c2NC(c2ccccc2)CC3C(F)(F)F)CC1 (configuration not stated)
    5 | -4
CCOC(=O)[C@H]1[C@H]2COc3ccc(OC)cc3[C@@H]2N2C(=O)c3cc(F)c(F)cc3NC(=O)[C@@]12C
    25 | -1
COc1ccc(C2N(c3ccc4c(c3)OCCO4)C(=O)C2(F)F)cc1OC (configuration not stated)
    -10 | 6
COc1ccc(NC(=O)COC(=O)c2cc(=O)c3ccccc3o2)cc1OC
    9 | -2

Taken from above.
Value for Fc1ccc(COc2ccccc2-c2ccnc3ncnn23)cc1 in TAG inh DAPI viability: 7
Value for C/C(CC(=O)Nc1cc(Cl)ccc1Cl)=N\NC(=O)c1ccccc1Br in TAG inh DAPI viability: 5
Value for COc1ccc(-c2csc(NC(=O)CN3C(=O)C4CCCCC4C3=O)n2)c(OC)c1 (configuration not stated) in TAG inh DAPI viability: -13
Value for O=C(Nc1ccccc1C(=O)NCC1CCCO1)c1ccccc1F (configuration not stated) in TAG inh DAPI viability: 3
Value for COc1ccc(C2N(c3ccc4c(c3)OCCO4)C(=O)C2(F)F)cc1OC (configuration not stated) in TAG inh: -10

(cont.)
Value order – TAG inh | TAG inh DAPI viability
O=C(NCCc1ccccc1)c1ccc(-c2ccccc2Cl)o1
    -14 | -3
COc1ccc(NS(=O)(=O)c2cc(NC(=O)c3ccc(=O)[nH]n3)ccc2N2CCOCC2)cc1
    -6 | 3
COc1cccc(CN2CCN(Cc3ccc(O)cc3)CC2CCO)c1 (configuration not stated)
    6 | 7
COc1ccc(C(=O)N2CCCC(Nc3ccc(C)c(C)c3)C2)cc1 (configuration not stated)
    -1 | 2
O=C1CCc2cc(S(=O)(=O)Nc3ccc(C(F)(F)F)cc3)cc3c2N1CC3
    -11 | 0
CC(C)CC(NC(=O)C1CCC(C)CC1)C(=O)Nc1cccnc1 (configuration not stated)
    -1 | 2
Cc1cccn2c(=O)c(C(=O)NCCCN3CC(C)CC(C)C3)c(O)nc12 (configuration not stated)
    9 | 2
O=C(NC(=S)Nc1cccc([N+](=O)[O-])c1)C1CCCCC1
    0 | 3
Clc1ccc(OCCn2cnc(Cl)c2Cl)cc1
    -12 | 4
Cc1nnc(SCC(=O)NCCN2C(=O)CSC2=O)s1
    -5 | -1
Cc1ccc2c(c1)=N/C(=N\c1[nH]c(O)c3ccccc13)N=2
    23 | -7
COc1ccc(CNC(=O)C2CCNCC2)cc1
    -12 | 9
O=C1CSC(c2ccc(Cl)cc2)N1c1cccnc1 (configuration not stated)
    0 | -7
COc1ccccc1/C=N/NC(=O)c1sc(C)nc1C
    11 | 1
CSc1ncccc1C(=O)OCC(=O)c1[nH]c(C)c(C(C)=O)c1C
    -24 | 3
COc1ccc(C(O)c2ncc(-c3ccccc3Cl)[nH]2)cc1 (configuration not stated)
    -1 | -4
O=C(NCCc1ccccc1)c1nc2nc(-c3cccs3)cc(C(F)(F)F)n2n1
    27 | 70
COCCNC(=O)C(=O)c1c(-c2ccccc2)[nH]c2ccccc12
    6 | -1
